# Screening data (PubChem BioAssay)
# CCHF vOTU inh – blocks the CCHF virus ovarian tumor domain protease; CCHFV vOTU protease, Pep-AMC fluorescence; inhibition, % at 11.5 µM; hit rate 0.55% among 370,000; in the data active = inhibition above about 30%; also: 0% = vehicle wells with enzyme and 100% = no enzyme wells
# VHR inh abs – inhibitors of human VHR1 phosphatase (DUSP3); inhibition, % at 13.3 µM; recombinant VHR phosphatase, pNPP absorbance; hit rate 0.52% among 290,000; AID 1654; P51452; in the data active = inhibition above about 50%; also: some compounds called inactive have numbers as strong as hits
# Target sequence (P51452 whole entry, looked up): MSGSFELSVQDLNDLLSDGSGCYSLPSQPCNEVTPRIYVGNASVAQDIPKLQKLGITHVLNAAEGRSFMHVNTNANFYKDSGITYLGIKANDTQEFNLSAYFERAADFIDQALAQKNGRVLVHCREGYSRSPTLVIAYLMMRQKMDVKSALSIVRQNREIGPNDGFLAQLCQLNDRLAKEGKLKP
# BH1578 lux ind – induces V. cholerae light production without autoinducers; V. cholerae BH1578 lux reporter, luminescence, 6 h; activation, % at 18.7 µM; hit rate 0.16% among 350,000; AID 588436; in the data active = activation mostly above about 9.7%, no sharp cut-off; also: not every result past the cut was called active; inactives centre near 0; reference of the scale not given here
# PriA SSB inh – inhibitors of Klebsiella pneumoniae PriA binding to SSB C-terminal tail; AlphaScreen SSBct-PriA binding, biotinylated peptide; inhibition, % at 33 µM; hit rate 0.6% among 430,000; in the data active = inhibition mostly above about 37%, no sharp cut-off; inactive = mostly below about 20%;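 also: plate controls were negative control peptide for no effect and reference peptide for full effect; strong numbers were not always called active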
# SARS 3CLpro inh – SARS-CoV 3CLpro protease inhibition. P0C6X7. recombinant SARS-CoV 3CLpro, quenched FRET peptide cleavage. inhibition, % at 6 µM. hit rate 0.14% among 290,000. AID 1706; in the data active = inhibition above about 12%
# PrPC surface inh – inhibitors of human cell surface prion protein PrPC. P04156. TR-FRET read-out. inhibition, % at 13.8 µM. hit rate 0.43% among 370,000; in the data active = inhibition above about 24%; also: 0% = median of the test wells and 100% = reference compound wells
# TcdB GH inh – inhibitors of Clostridioides difficile toxin B glycohydrolase; P18177; TcdB glycohydrolase enzymatic assay, plate reader; inhibition, % at 9.99 µM; hit rate 0.24% among 350,000; in the data active = inhibition above about 10%
# Yp Topo-I inh – blocks Yersinia pestis topoisomerase I activity. Y. pestis Topo-I cleavage product accumulation, plate reader. activity, % at 10 µM. hit rate 0.064% among 360,000. AID 504884; in the data active = activity above about 50%, passing the limit was not always enough; also: inactives centre near 2
# Rv3671c inh – Rv3671c (M. tuberculosis) protease inhibition. P9WHR9. inhibition, % at 5.96 µM. hit rate 0.048% among 320,000. AID 2606; in the data active = inhibition above about 38%;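 also: extracellular domain of Rv3671c used as enzyme; 0% = enzyme with DMSO and 100% = no enzyme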
# Target sequence (P9WHR9 whole entry, looked up, the tested form may be a part): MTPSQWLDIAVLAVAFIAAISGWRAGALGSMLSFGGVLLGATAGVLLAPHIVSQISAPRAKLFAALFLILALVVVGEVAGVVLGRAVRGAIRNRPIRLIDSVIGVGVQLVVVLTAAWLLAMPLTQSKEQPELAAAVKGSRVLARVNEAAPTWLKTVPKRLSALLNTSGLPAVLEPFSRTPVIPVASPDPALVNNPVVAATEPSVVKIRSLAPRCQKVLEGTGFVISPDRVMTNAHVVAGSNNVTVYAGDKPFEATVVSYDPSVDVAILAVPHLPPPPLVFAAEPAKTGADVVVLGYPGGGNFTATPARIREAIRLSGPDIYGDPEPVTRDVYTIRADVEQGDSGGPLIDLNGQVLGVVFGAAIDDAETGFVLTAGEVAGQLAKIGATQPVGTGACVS
# MazF activator – increases E. coli MazEF RNase cleavage of RNA. hit rate 0.32% among 350,000. activation, % at 20 µM. FAM/BHQ RNA-DNA oligo cleavage fluorescence, 5 h; in the data active = activation above about 50%
# Target sequence (P0AE70 whole entry, looked up): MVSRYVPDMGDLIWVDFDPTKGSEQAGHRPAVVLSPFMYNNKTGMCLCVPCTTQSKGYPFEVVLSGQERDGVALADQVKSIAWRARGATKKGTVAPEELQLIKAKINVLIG
# * = called active by the depositor; i = inactive; / = not tested or not shown; & = joins results of further samples. The list is partial (hit frequency here may not be typical).
# Values in the order – VHR inh abs, Yp Topo-I inh, PrPC surface inh, MazF activator, Rv3671c inh, SARS 3CLpro inh, CCHF vOTU inh, TcdB GH inh, BH1578 lux ind, PriA SSB inh
- Cc1cc(Nc2ccc([N+](=O)[O-])cc2)c2ccccc2n1
 : 3.6, -4.9, -16.3, -8.9, -5.9, 2.3, 4.3, -0.7, 2.0, -7.5
- Cc1ccc(C)n1N1C(=O)/C(=C\c2ccc(Cl)cc2)SC1=S
 : 7.3, -0.8, 2.2, 0.8, -6.2, 3.6, 16.2, /, /, 25.7
- CCc1sc(N2C(=O)C3C4CCC(C4=C(C)C)C3C2=O)nc1-c1ccccc1 (stereo not given)
 : 26.9, -1.0, 2.7, -6.0, -7.7, -0.2, -1.0, /, -0.4, -8.2
- N#Cc1cc2c(nc1SCC(=O)O)CCCCC2
 : -14.6, -0.1, 7.5, -2.3, -2.4, 3.8, 0.1, 0.0, -0.5, -14.2
- COc1ccc(-n2ncc3c(NCCCN4CCOCC4)ncnc32)cc1
 : -3.9, 0.4, 4.6, 9.1, 3.6, -3.1, -0.7, /, i, -2.4
- C[C@H]1CN([C@@H](C)CO)C(=O)CCCn2nncc2CO[C@@H]1CN(C)C(=O)Nc1ccc(N2CCCCC2)cc1
 : /, 10.0, 1.8, -0.5, /, /, 0.0, -5.4&-5.6&-4.1, -0.4, /
- COc1ccc(N=Nc2c(C)[nH]c3ccccc23)cc1
 : /, -7.7, -2.0, 12.0, 3.5, /, -0.5, 1.5, -0.3, 21.4
- CC(C)OCCCNC(=O)c1cc2c(s1)CS(=O)(=O)C2
 : -0.6, 1.6, 4.2, 4.4, -9.6, 1.4, 5.4, 1.6, i, -20.6
- Cc1cc(C)c2nc(N3CCN(C(=O)c4ccco4)CC3)sc2c1
 : /, 39.8, 3.1, 4.7, -5.7, /, 3.7, 1.9, i, -1.0
- O=C(c1cccs1)N1CCCC(c2nc3c(nnn3Cc3ccccc3Cl)c(=O)[nH]2)C1 (stereo not given)
 : 30.5, 31.4, -8.2, -0.1, 3.4, 1.7, 18.0, 0.4, 0.4, -6.8
- Cc1ccc(C(=O)c2c(NC(=O)c3cccnc3)sc3c2CCCC3)cc1
 : 20.2, 4.3, 4.2, 1.0, -3.9, -2.1, 3.0, /, -0.7, 14.5
- CCCn1c(=N)c(C(=O)NCC2CCCO2)cc2c(=O)n3cccc(C)c3nc21 (stereo not given)
 : -10.5, 8.7, -32.9, 1.6, -7.3, 1.0, -254.3, /, 0.4, -16.7
- Cc1ccc2nc(C)/c(=N\O)c(C)nc2c1
 : 19.2, 5.5, -1.2, 4.4, -4.7, 2.1, 2.2, /, -0.5, /
- C/C=C1\C(OC2OC(CO)C(O)C(O)C2O)OC=C(C(=O)OC)C1CC(=O)OCC1C(C)C(OC(=O)CC2C(C(=O)OC)=COC(OC3OC(CO)C(O)C(O)C3O)/C2=C\C)CC1C(CO)CO (stereo not given)
 : 12.0, 8.3, -5.3, 1.2, 4.2, 2.6, -7.5, -2.0, -0.6, -10.9
- Cc1cccc(-n2ncc3c(NCc4ccccn4)ncnc32)c1
 : 10.3, 3.8, 5.8, 9.1, -5.1, 0.2, 11.9, /, -1.0, -5.4
- CCC(CC)C(=O)c1c[nH]c(C(=O)N2CCN(c3ccccc3F)CC2)c1
 : 16.9, -12.1, 7.4, -8.1, 1.7, 3.7, -15.4, 1.2, 1.2, -3.2
- CCOc1cccc2sc(=NC(=O)c3ccc(S(=O)(=O)N4CCOCC4)cc3)n(C)c12
 : 6.2, 4.3, 1.1, -13.4, 5.7, -3.3, -6.2, /, -0.4, -12.6
- CCOC(=O)C(=O)NC1CC=CCC1c1ccc2c(c1)OCO2 (stereo not given)
 : /, 4.7, -1.0, -0.7, /, /, 1.5, 0.2, i, -14.3
- COCCCNC(=O)/C(C#N)=C/c1c(N2CCN(c3ccc(OC)cc3)CC2)nc2c(C)cccn2c1=O
 : /, 5.6, -14.2, 10.5, -6.6, -4.1, -1.7, 0.9, i, 33.4
- CC1CCCN(C(=O)C2CCN(S(=O)(=O)c3ccc4c(c3)CC(C)N4C(=O)C3CC3)CC2)C1 (stereo not given)
 : 27.7, 17.7, 2.8, 8.6, -7.2, -9.6, 26.6, 2.4, -0.3, -3.4
- O=C(OCc1cc([N+](=O)[O-])cc2c1OCOC2)c1ccccn1
 : 10.2, 1.5, -12.3, 3.2, -7.1, 0.2, -4.0, 0.9, -0.3, -9.8
- COc1nc(Nc2ccc(C(C)C)cc2)nc(OC)n1
 : -9.6, -0.6, 8.9, 1.3, 1.5, 3.9, 5.2, /, i, 4.6
- CCCCCN(C(=O)CCC(=O)OCC(=O)N1CCC(C)CC1)c1c(N)n(CCCC)c(=O)[nH]c1=O
 : /, 5.1, 5.4, -3.9, 1.7, /, 1.0, -0.5, -1.1, -4.7
- CCn1c(COc2cccc(OC)c2)nnc1SCC(=O)Nc1ccccc1C(=O)OC
 : 27.4, 18.7, 4.4, -1.0, 1.4, 0.5, -1.1, 4.7, i, 1.9
- COc1ccc(CNc2ncc(-c3ccc(F)cc3)n2C)cc1OC
 : 23.3, -4.4, 5.3, 8.2, -8.4, 1.7, -0.3, 1.5, -0.7, -23.9
- Cc1ccccc1C(=O)N1N=C(c2cccc(NS(C)(=O)=O)c2)CC1c1cccs1 (stereo not given)
 : 17.2, 9.7, -1.7, 2.0, -2.6, -2.7, 8.4, 2.0, i, -3.0
- CN(CC(=O)Nc1ccc(Cl)c(C(F)(F)F)c1)C(=O)C1CC(=O)N(CCc2ccccc2)C1 (stereo not given)
 : /, 3.8, -0.7, -0.7, /, /, 7.1, 0.1, -0.4, -12.5
- O=S(=O)(Nc1ccccn1)c1ccc(-n2cccn2)cc1
 : -6.5, -3.5, -1.1, -15.7, 2.9, 7.4, 11.4, -4.7, -0.3, -10.4
- O=C(OCC(=O)N1CCN(c2ccccc2)CC1)c1ccc(Cl)cc1[N+](=O)[O-]
 : /, 43.4, -1.4, -2.5, -4.0, /, 22.2, 1.4, i, 9.8
- N#Cc1c(C(F)(F)F)cc(-c2ccc(Cl)cc2)nc1SCC(=O)O
 : 7.3, 3.8, 3.1, 4.0, -8.0, 0.0, -6.6, 1.3, 2.2, -0.8
- Cc1cccc(-c2noc(CN(C)S(=O)(=O)c3cc(Cl)ccc3Cl)n2)c1
 : -5.8, 37.1, 7.2, -12.6, -11.0, -2.1, -7.2, -0.1, 2.8, -43.1
- Fc1ccc(CCNCc2ccc(Br)cc2)cc1
 : 5.4, -6.1, -6.2, -3.4, -4.9, 4.2, -8.5, 2.0, -0.4, -10.2
- O=C(COc1ccc2c(-c3ccccc3)cc(=O)oc2c1)N[C@H](Cc1c[nH]c2ccccc12)C(=O)O
 : 28.8, 7.2, -5.0, -2.6, -5.7, 6.8, 23.7, 2.9, -0.4, 1.2
- COc1ccc(C2C(C(=O)c3ccco3)=C(O)C(=O)N2CC2CCCO2)cc1OC (stereo not given)
 : -9.4, 0.4, 0.1, 5.0, 0.2, 5.5, 0.9, 2.1, -0.6, 7.8
- N/C(=N\OC(=O)c1cc(Br)ccc1Cl)c1ccccn1
 : 20.4, 5.4, -4.6, 3.6, -6.5, 3.3, 10.2, 1.9, i, /
- O=C(CN1CCN(c2ccccc2F)CC1)Nc1cccnc1Cl
 : 16.9, -11.1, 5.5, -5.2, -7.9, -0.8, 0.8, 0.6, i, -10.4
- CCSc1nc2c(c(=O)[nH]1)C(c1cccs1)C(C(=O)OC)=C(C)N2 (stereo not given)
 : -3.6, 0.0, 1.4, 1.4, 5.5, 2.2, 11.3, 0.5, -0.1, -1.8&-8.0
- COc1cccc(OC)c1C(=O)Nc1cc2c(cc1N1CCOCC1)n(C)c(=O)n2C
 : -3.6, 2.1, 0.4, 12.6, -0.2, 2.9, 12.6, 0.1, i, 3.2
- O=S(=O)(Nc1cccnc1)c1ccc(F)cc1
 : 8.1, 2.1, -5.6, 5.6, -2.0, -1.9, -8.2, 0.5, -0.4, -4.4
- CN(C)CCC(=O)N1C/C(=C/c2ccccc2)C(=O)/C(=C\c2ccccc2)C1
 : /, -16.9, -9.0, -9.9, /, /, 3.7, -0.1, -2.0, 10.8

# Single values from above.
# Yp Topo-I inh result of CN(C)CCC(=O)N1C/C(=C/c2ccccc2)C(=O)/C(=C\c2ccccc2)C1 stands at -16.9
# TcdB GH inh result of O=C(CN1CCN(c2ccccc2F)CC1)Nc1cccnc1Cl stands at 0.6

# The list goes on:
# Values in the order – VHR inh abs, Yp Topo-I inh, PrPC surface inh, MazF activator, Rv3671c inh, SARS 3CLpro inh, CCHF vOTU inh, TcdB GH inh, BH1578 lux ind, PriA SSB inh
- O=C(CC12CC3CC(CC(C3)C1)C2)NC(=S)N1CCCCC1
 : 4.6, 0.1, 11.3, -6.0, -3.3, 2.2, -5.2, 1.4, -0.4, -10.3
- CC(=O)Nc1ccc(N2N=C(C)C(N=Nc3ccccc3)C2=O)cc1 (stereo not given)
 : 4.2, -12.1, 4.5, 2.7, -1.8, 3.0, 16.1, -7.2, 0.6, 5.5
- CC(=O)NC(c1ccccc1)c1nc(/C=C/c2ccccc2)cs1 (stereo not given)
 : /, 11.1, -15.5, /, /, /, 4.3, 3.0, 3.3, /
- CCN1CCN(CCCNC(=O)CCCn2nc(C)c3sc4ccccc4c3c2=O)CC1
 : -20.1, -7.7, -8.2, 11.2, -2.5, -2.0, 4.2, -0.7, -0.2, -2.9
- O=C(/C=C/c1ccc([N+](=O)[O-])s1)N1CCN(c2ccccc2)CC1
 : -27.1, -12.8, -10.0, 5.6, -5.6, -1.0, -1.2, 0.5, i, -2.0&8.3
- O=C(c1ccccc1)c1nccc2ccccc12
 : 2.6, 2.8, 7.1, -1.9, -0.2, 1.5, -0.7, 1.9, -0.2, -25.0&-8.1
- COc1cccc(/C=N/Nc2ncnc(N)c2[N+](=O)[O-])c1OC
 : -14.7, -6.1, /, 5.4, -5.1, -5.6, /, /, 5.3, /
- O=C(Nc1ccc(N2CCOCC2)cc1)C1CCCN(S(=O)(=O)c2cccc(C(F)(F)F)c2)C1 (stereo not given)
 : 5.9, 0.6, -1.5, 5.3, 0.1, -1.6, 7.7, /, /, -12.0
- CCOc1ccccc1N1CCN(Cc2cnc(-c3ccccc3)[nH]2)CC1
 : 23.3, -1.7, -6.2, -0.2, 10.7, 0.3, -6.8, 0.8, i, 7.4
- O=C(NCC1CCCO1)c1ccc(N2CCCCC2)nc1 (stereo not given)
 : 9.1, 8.7, -1.3, 14.4, -0.2, 4.7, -2.2, -1.7, 8.4, -14.4
- CCOc1ccccc1N1CC(C(=O)Nc2c(C)n(C)n(-c3ccccc3)c2=O)CC1=O (stereo not given)
 : -14.1, 0.9, 9.9, 4.0, -3.1, 1.6, 7.4, -1.2, -0.2, -7.4
- Cn1c(CCNC(=O)c2ccco2)nc2cc(NS(=O)(=O)c3ccccc3)ccc21
 : 6.7, 7.7, 0.0, 8.8, -1.9, 2.4, -9.2, /, -0.4, -6.5
- O=[N+]([O-])c1cccc(NC(=S)NCc2ccncc2)c1
 : 4.5, 3.8, -15.3, -3.0, 9.1, 3.6, 9.2, 0.5, -0.2, -6.9
- CCOC(=O)c1c(C)[nH]c(C(=O)COC(=O)CSCC(=O)N(CC)CC)c1C
 : 1.5, 6.8, 3.0, 5.0, -7.3, -1.0, -5.5, /, -2.1, -1.0
- Clc1ccc(-c2nc3c4ccccc4ccn3c2Cc2ccccc2)cc1
 : /, -2.3, -5.4, -25.7, /, /, -3.3, 2.6, -0.4, /
- OCCNCCCOc1cc(Cl)ccc1Cl
 : -2.0, -14.5, -3.4, -4.5, -2.4, -0.2, -5.9, -1.1, 0.1, -6.5
- CC(=O)c1ccc(N2CCN(S(=O)(=O)c3cn(C)c(C)n3)CC2)cc1
 : 14.5, 6.4, 2.0, 3.8, 1.7, -3.4, -2.0, 0.9, i, -12.0
- N=C1/C(=C\c2ccc(SCc3ccccc3)o2)C(=O)N=C2SC=NN12
 : 18.4, -0.2, 3.0, 4.2, -9.2, -1.2, 13.2, 0.9, -0.3, 12.2
- O=C(N/N=C/c1ccc(Br)s1)c1cccs1
 : 1.4, -12.5, 7.7, 4.0, 4.7, 2.4, 1.8, 1.8, -0.5, i
- C=CCN=C(C)C1=C(O)C(C)OC1=O (stereo not given)
 : 19.2, -0.2, 4.8, -2.2, 4.5, 2.3, -3.4, /, -0.7, -17.7
